SENP6 inh = SENP6 protease inhibition | Q9GZR1 | Recombinant SENP6 catalytic domain, aminoluciferin luminescence | inhibition, % at 10 µM | 330,000 compounds, 1.8% hits | AID 2599;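 active means inhibition above about 50% at the single tested dose, limit read from the data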;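 further: plate controls were DMSO wells with enzyme for no effect and DMSO wells lacking enzyme for full effect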
SENP7 block = inhibitors of human SENP7 protease; Q9BQF6; recombinant SENP7, Z-RLRGG-aminoluciferin luminescence, 40 min; inhibition, % at 5 µM; 330,000 compounds, 1.5% hits;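 active means inhibition above about 50% at the single test dose, limit read from the data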;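 further: plate controls were DMSO with enzyme for no effect and no enzyme buffer wells for full effect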
SENP8 block-1 = inhibitors of human SENP8 protease; Q96LD8; 330,000 compounds, 1.2% hits; purified SENP8, Z-RLRGG-aminoluciferin cleavage, luminescence; inhibition, % at 10 µM; AID 2540; in the data active means inhibition above about 50%
Target sequence (Q96LD8 whole entry, looked up): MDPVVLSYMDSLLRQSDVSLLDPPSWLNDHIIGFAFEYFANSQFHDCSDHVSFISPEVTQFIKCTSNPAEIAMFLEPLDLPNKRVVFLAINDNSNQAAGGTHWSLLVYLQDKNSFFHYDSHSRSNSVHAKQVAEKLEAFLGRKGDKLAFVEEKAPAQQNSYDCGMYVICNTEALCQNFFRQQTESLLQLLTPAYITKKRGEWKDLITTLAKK
APOBEC3G inh = APOBEC3G (human) deaminase inhibition | 330,000 compounds, 0.28% hits | recombinant A3G, ssDNA deamination FAM/TAMRA fluorescence | inhibition, % at 20 µM | AID 493012;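 active means inhibition of at least 40% at 20 µM, with no more than 30% in the related APOBEC3A deaminase screen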;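 further: plate controls were DMSO wells with A3G for no effect and wells lacking A3G enzyme for full effect; some compounds called inactive have numbers as strong as hits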
Target sequence (Q9HC16 whole entry, looked up): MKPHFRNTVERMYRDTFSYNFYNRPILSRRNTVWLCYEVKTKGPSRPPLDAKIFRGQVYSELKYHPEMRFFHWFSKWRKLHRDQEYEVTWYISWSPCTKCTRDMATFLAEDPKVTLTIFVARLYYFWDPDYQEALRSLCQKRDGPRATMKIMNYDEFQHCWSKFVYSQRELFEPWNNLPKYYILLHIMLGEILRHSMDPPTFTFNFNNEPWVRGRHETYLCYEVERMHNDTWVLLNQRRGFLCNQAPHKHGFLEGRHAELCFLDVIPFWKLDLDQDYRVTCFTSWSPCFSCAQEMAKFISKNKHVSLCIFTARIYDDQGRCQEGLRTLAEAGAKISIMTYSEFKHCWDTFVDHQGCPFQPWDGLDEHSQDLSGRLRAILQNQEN
UBC13 inh = inhibitors of human UBC13 polyubiquitin chain formation; P61088; inhibition, % at 20 µM; TR-FRET; AID 485273; 330,000 compounds, 0.47% hits; in the data active means inhibition above about 45%, passing the limit was not always enough
Target sequence (P61088 whole entry, looked up): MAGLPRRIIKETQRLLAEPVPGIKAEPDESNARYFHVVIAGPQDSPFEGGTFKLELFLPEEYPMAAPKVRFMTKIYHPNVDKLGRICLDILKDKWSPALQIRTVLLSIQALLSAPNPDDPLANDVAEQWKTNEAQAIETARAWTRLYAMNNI
Apaf-1 inh = inhibitors of human Apaf-1 apoptosome | 330,000 compounds, 0.71% hits | inhibition, % at 20 µM | AID 489030 | reconstituted apoptosome caspase-3 activity, DEVD-Rh110 fluorescence; active means inhibition of at least 40% at 20 µM;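 further: plate controls were DMSO wells for no effect and DEVD-CHO caspase inhibitor wells for full effect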
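Material: reconstituted apoptosome with Apaf-1, cytochrome c, caspase-9, procaspase-3, dATP; medium: pH 7.5 Hepes buffer with CHAPS, BSA, DTT; also added: cytochrome c and DEVD-Rh110 substrate; timing: 30 min plus 50 min, RT; signal: Rh110 fluorescence intensity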
SENP1 FRET inh = blocks the human SENP1 SUMO protease catalytic domain. recombinant SENP1 catalytic domain, CyPet-SUMO1-YPet FRET cleavage. inhibition, % at 10 µM. 360,000 compounds, 0.21% hits;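 active means inhibition at least 30% at 10 µM, raw YFP signal under a set limit, fluorescence ratio 0.5 to 1.5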;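 further: 0% = enzyme with DMSO and 100% = no enzyme wells; some results filed as inactive read as strong as hits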
Target sequence (Q9P0U3 419-644 limits assumed): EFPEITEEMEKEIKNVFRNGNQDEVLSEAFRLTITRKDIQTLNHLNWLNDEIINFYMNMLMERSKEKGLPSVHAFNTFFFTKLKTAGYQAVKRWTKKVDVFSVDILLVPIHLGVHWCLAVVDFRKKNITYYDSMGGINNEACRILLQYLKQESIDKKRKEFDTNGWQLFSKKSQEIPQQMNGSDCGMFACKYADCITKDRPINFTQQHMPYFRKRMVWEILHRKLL
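system = hSENP1 catalytic domain, recombinant | reagent = SFCypet-SUMO1-SFYpet substrate at 25 nM | doses = one dose per compound, 10 µM, 0.5% DMSO | incubation = enzyme reaction for 50 min at room temperature, dark | measured by = FRET, CFP and YFP emission | controls = no-enzyme low, enzyme-DMSO high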
SENP8 block-2 = blocks human SENP8 cleavage of Nedd8 substrate; recombinant SENP8, Nedd8 substrate fluorescence; inhibition, % at 20 µM; 360,000 compounds, 0.64% hits; AID 602440; in the data active means inhibition mostly above about 40%, no sharp cut-off; inactive means mostly below about 27%
Active calls of the source: *.

Results for N#Cc1nc(-c2cccc(Cl)c2)oc1N1CCC(C(N)=O)CC1 ?
SENP6 inh: 5; SENP7 block: 1; SENP8 block-1: 4; APOBEC3G inh: -6; UBC13 inh: 16; Apaf-1 inh: 3; SENP1 FRET inh: -2; SENP8 block-2: -289

How did Cc1ccc(NC(=O)CN(C)C(=O)COC(=O)C2=COCCO2)cc1 do in these assays?
SENP6 inh: -4; SENP7 block: -5; SENP8 block-1: -12; APOBEC3G inh: -11; UBC13 inh: 0; Apaf-1 inh: -1; SENP1 FRET inh: 0; SENP8 block-2: 1

What do the screens show for `CC(C)CCNC(=O)c1ccc(NC(=O)C2=CSCCO2)cc1`?
SENP6 inh: 7; SENP7 block: 3; SENP8 block-1: -5; APOBEC3G inh: -4; UBC13 inh: 4; Apaf-1 inh: -6; SENP1 FRET inh: 1; SENP8 block-2: -5

How did CCOc1ccccc1NC(=O)CCC(=O)Nc1ccccc1OCC do in these assays?
SENP6 inh: 0; SENP7 block: 4; SENP8 block-1: -2; APOBEC3G inh: -1; UBC13 inh: 5; Apaf-1 inh: 0; SENP1 FRET inh: -4; SENP8 block-2: 28

How did Cc1ccccc1NC(=O)CN1C(=O)S/C(=C\c2cccn2-c2cccc(C(=O)O)c2)C1=O do in these assays?
SENP6 inh: -22; SENP7 block: 15; SENP8 block-1: 2; APOBEC3G inh: 9; UBC13 inh: -21; Apaf-1 inh: 6; SENP1 FRET inh: -8; SENP8 block-2: 21

What do the screens show for `O=C(CSc1nnc(CNc2ccc(F)cc2)o1)c1ccccc1`?
SENP6 inh: 13; SENP7 block: -5; SENP8 block-1: -12; APOBEC3G inh: -7; UBC13 inh: -12; Apaf-1 inh: 6; SENP1 FRET inh: 0; SENP8 block-2: 16

How did COc1cccc(C(=O)NCCSCc2c(F)cccc2Cl)c1 do in these assays?
SENP6 inh: -8; SENP7 block: -15; SENP8 block-1: -10; APOBEC3G inh: -2; UBC13 inh: -8; Apaf-1 inh: 7; SENP1 FRET inh: 1; SENP8 block-2: 14

What do the screens show for `COc1cccc(/C=C/C(=O)OCC(=O)Nc2cccc(S(=O)(=O)N3CCOCC3)c2)c1OC`?
SENP6 inh: -17; SENP7 block: 3; SENP8 block-1: -12; APOBEC3G inh: -1; UBC13 inh: -4; Apaf-1 inh: 0; SENP1 FRET inh: 2; SENP8 block-2: -218

What do the screens show for `O=C(c1ccc(Cl)c(S(=O)(=O)NCc2ccco2)c1)N1CCN(c2ccc(F)cc2)CC1`?
SENP6 inh: -3; SENP7 block: -1; SENP8 block-1: -4; APOBEC3G inh: 0; UBC13 inh: 6; Apaf-1 inh: 3; SENP1 FRET inh: 1; SENP8 block-2: 35

What do the screens show for `COc1cc2nc(N(CCN(C)C)C(=O)c3ccc4ccccc4c3)sc2cc1OC`?
SENP6 inh: 11; SENP7 block: 6; SENP8 block-1: -8; APOBEC3G inh: 2; UBC13 inh: 11; Apaf-1 inh: 15; SENP1 FRET inh: 0; SENP8 block-2: 11

Results for Cc1cc(Br)ccc1OCCn1ccnc1 ?
SENP6 inh: -7; SENP7 block: -3; SENP8 block-1: 3; APOBEC3G inh: -3; UBC13 inh: 3; Apaf-1 inh: -5; SENP1 FRET inh: 2; SENP8 block-2: 8

Results for Cc1cc(C)cc(N(C(=O)c2cc3ccccc3oc2=O)C2C=CS(=O)(=O)C2)c1 (configuration not stated) ?
SENP6 inh: -6; SENP7 block: 2; SENP8 block-1: 2; APOBEC3G inh: 2; UBC13 inh: -8; Apaf-1 inh: 7; SENP1 FRET inh: -4; SENP8 block-2: -8

What do the screens show for `O=C(O)/C=C/C(=O)NNC(=O)c1ccccc1Br`?
SENP6 inh: -10; SENP7 block: 6; SENP8 block-1: 1; APOBEC3G inh: -3; UBC13 inh: -7; Apaf-1 inh: -12; SENP1 FRET inh: 3; SENP8 block-2: 3

Results for CCc1nnc(N2C(=O)c3cccc4cccc(c34)C2=O)s1 ?
SENP6 inh: -15; SENP7 block: 8; SENP8 block-1: 1; APOBEC3G inh: -4; UBC13 inh: -13; Apaf-1 inh: -5; SENP1 FRET inh: 0; SENP8 block-2: -304

How did O=C(O)c1cccc(S(=O)(=O)N2CCN(c3ccccn3)CC2)c1 do in these assays?
SENP6 inh: -12; SENP7 block: 13; SENP8 block-1: -10; APOBEC3G inh: -5; UBC13 inh: -6; Apaf-1 inh: 3; SENP1 FRET inh: 0; SENP8 block-2: -4

How did Cc1ccccc1CN1CCN(CC2CC2)CC1CCO (configuration not stated) do in these assays?
SENP6 inh: -3; SENP7 block: 4; SENP8 block-1: 2; APOBEC3G inh: -1; UBC13 inh: 1; Apaf-1 inh: 0; SENP1 FRET inh: 0; SENP8 block-2: 17

Results for CCC(C(=O)NC1CCCCC1)n1c(SCc2cccc(C)c2)nc2ccncc21 (configuration not stated) ?
SENP6 inh: -10; SENP7 block: 2; SENP8 block-1: -6; APOBEC3G inh: -5; UBC13 inh: 6; Apaf-1 inh: 12; SENP1 FRET inh: 1; SENP8 block-2: 2

Results for COc1ccc(O)c(/C=N/NS(=O)(=O)c2ccc(C)cc2)c1 ?
SENP6 inh: -2; SENP7 block: -1; SENP8 block-1: -1; APOBEC3G inh: -6; UBC13 inh: 11; Apaf-1 inh: -4; SENP1 FRET inh: 2; SENP8 block-2: -26

What do the screens show for `Cc1ccc(N2C(=O)CSC23C(=O)Nc2ccccc23)cc1` (configuration not stated)?
SENP6 inh: -5; SENP7 block: 6; SENP8 block-1: 1; APOBEC3G inh: 39; UBC13 inh: -3; Apaf-1 inh: 4; SENP1 FRET inh: 2; SENP8 block-2: 14

How did COc1ccc(NC(=O)Cn2c(=O)n(CC3CCCO3)c(=O)c3cc(OC)c(OC)cc32)c(OC)c1 (configuration not stated) do in these assays?
SENP6 inh: -9; SENP7 block: 5; SENP8 block-1: -7; APOBEC3G inh: -10; UBC13 inh: -8; Apaf-1 inh: 8; SENP1 FRET inh: 5; SENP8 block-2: 3

How did Cc1cccc(NC(=S)NC(=O)CCc2ccccc2)c1 do in these assays?
SENP6 inh: -32; SENP7 block: -7; SENP8 block-1: -14; APOBEC3G inh: -5; UBC13 inh: 3; Apaf-1 inh: 22; SENP1 FRET inh: 2; SENP8 block-2: 24

What do the screens show for `CCC(C)NC(=O)c1ccccc1NC(=O)C1COc2ccccc2O1` (configuration not stated)?
SENP6 inh: -6; SENP7 block: -1; SENP8 block-1: -11; APOBEC3G inh: -5; UBC13 inh: 0; Apaf-1 inh: -9; SENP1 FRET inh: -1; SENP8 block-2: -2

Results for O=C(O)[C@H]1CCCC[C@H]1C(=O)Nc1cc([N+](=O)[O-])ccc1F ?
SENP6 inh: 2; SENP7 block: -7; SENP8 block-1: -6; APOBEC3G inh: -9; UBC13 inh: 4; Apaf-1 inh: -6; SENP1 FRET inh: 2; SENP8 block-2: 15

What do the screens show for `CCN(CCC(=O)Nc1cc(OC)cc(OC)c1)Cc1ccccc1`?
SENP6 inh: 4; SENP7 block: -8; SENP8 block-1: -4; APOBEC3G inh: -5; UBC13 inh: -1; Apaf-1 inh: 11; SENP1 FRET inh: 6; SENP8 block-2: -20

Results for Nc1cccnc1Oc1ccc(F)cc1 ?
SENP6 inh: -11; SENP7 block: 8; SENP8 block-1: -2; APOBEC3G inh: -2; UBC13 inh: 1; Apaf-1 inh: -26; SENP1 FRET inh: 2; SENP8 block-2: 4

Results for COc1ccc(C(O)c2nccn2C)cc1 (configuration not stated) ?
SENP6 inh: -18; SENP7 block: -7; SENP8 block-1: -9; APOBEC3G inh: -6; UBC13 inh: 0; Apaf-1 inh: -4; SENP1 FRET inh: 1; SENP8 block-2: 8

What do the screens show for `CC1(C)CC(=O)CC2(C1)NCC(c1ccccc1)c1c2[nH]c2ccccc12` (configuration not stated)?
SENP6 inh: -30; SENP7 block: 1; SENP8 block-1: -6; APOBEC3G inh: -17; UBC13 inh: 9; Apaf-1 inh: 6; SENP1 FRET inh: 1; SENP8 block-2: 6

Results for O=c1c(Cc2ccc(F)cc2)c(O)ccn1Cc1ccc(Cl)cc1Cl ?
SENP6 inh: -3; SENP7 block: -7; SENP8 block-1: -1; APOBEC3G inh: -8; UBC13 inh: 0; Apaf-1 inh: -4; SENP1 FRET inh: 2; SENP8 block-2: 20

How did O=C(Cn1cc(C(=O)C(F)(F)F)c2ccccc21)Nc1ccccc1F do in these assays?
SENP6 inh: 5; SENP7 block: -5; SENP8 block-1: 3; APOBEC3G inh: -1; UBC13 inh: 4; Apaf-1 inh: -8; SENP1 FRET inh: -1; SENP8 block-2: 16

How did O=C(NCc1ccccc1Cl)c1ccc2c(=O)n(CC3CCCO3)c(=S)[nH]c2c1 (configuration not stated) do in these assays?
SENP6 inh: -7; SENP7 block: 7; SENP8 block-1: -6; APOBEC3G inh: -4; UBC13 inh: 0; Apaf-1 inh: 4; SENP1 FRET inh: 1; SENP8 block-2: 2

Results for Cc1cc2occ(CC(=O)NC3CCCc4ccccc43)c2cc1C (configuration not stated) ?
SENP6 inh: -10; SENP7 block: 2; SENP8 block-1: -2; APOBEC3G inh: -3; UBC13 inh: 5; Apaf-1 inh: -164; SENP1 FRET inh: 0; SENP8 block-2: -4

Results for CC(C)CNS(=O)(=O)c1ccc(CCC(=O)N2CCCC2)cc1 ?
SENP6 inh: -2; SENP7 block: 3; SENP8 block-1: -2; APOBEC3G inh: -8; UBC13 inh: 5; Apaf-1 inh: -12; SENP1 FRET inh: 0; SENP8 block-2: 8

How did Cc1cccc(CCNc2nc3ccccc3n3nnnc23)c1 do in these assays?
SENP6 inh: -1; SENP7 block: -3; SENP8 block-1: -8; APOBEC3G inh: -10; UBC13 inh: -3; Apaf-1 inh: 0; SENP1 FRET inh: -40; SENP8 block-2: -325

Filtered by structure: the compounds so far containing a Cl atom (5)
Results for N#Cc1nc(-c2cccc(Cl)c2)oc1N1CCC(C(N)=O)CC1 ?
SENP6 inh: 5; SENP7 block: 1; SENP8 block-1: 4; APOBEC3G inh: -6; UBC13 inh: 16; Apaf-1 inh: 3; SENP1 FRET inh: -2; SENP8 block-2: -289

How did COc1cccc(C(=O)NCCSCc2c(F)cccc2Cl)c1 do in these assays?
SENP6 inh: -8; SENP7 block: -15; SENP8 block-1: -10; APOBEC3G inh: -2; UBC13 inh: -8; Apaf-1 inh: 7; SENP1 FRET inh: 1; SENP8 block-2: 14

What do the screens show for `O=C(c1ccc(Cl)c(S(=O)(=O)NCc2ccco2)c1)N1CCN(c2ccc(F)cc2)CC1`?
SENP6 inh: -3; SENP7 block: -1; SENP8 block-1: -4; APOBEC3G inh: 0; UBC13 inh: 6; Apaf-1 inh: 3; SENP1 FRET inh: 1; SENP8 block-2: 35

Results for O=c1c(Cc2ccc(F)cc2)c(O)ccn1Cc1ccc(Cl)cc1Cl ?
SENP6 inh: -3; SENP7 block: -7; SENP8 block-1: -1; APOBEC3G inh: -8; UBC13 inh: 0; Apaf-1 inh: -4; SENP1 FRET inh: 2; SENP8 block-2: 20

How did O=C(NCc1ccccc1Cl)c1ccc2c(=O)n(CC3CCCO3)c(=S)[nH]c2c1 (configuration not stated) do in these assays?
SENP6 inh: -7; SENP7 block: 7; SENP8 block-1: -6; APOBEC3G inh: -4; UBC13 inh: 0; Apaf-1 inh: 4; SENP1 FRET inh: 1; SENP8 block-2: 2

Compound activity as filed in PubChem BioAssay.
